Screening results as filed in PubChem.
DAX1 inh-1: inhibits human nuclear receptor DAX1; P51843; HEK293 Gal4-DAX1 luciferase reporter, luminescence; AID 504766; 0.99% of 340,000 active; inhibition, % at 6.75 µM;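 active means inhibition above the mean over all tested compounds plus 3 SD, cut at about 4.2% in these data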;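 further: 0% = DAX1-transfected cells with DMSO and 100% = empty-vector control cells with DMSO; inhibition shows as a rise in luminescence from relieved DAX1 repression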
FXN GAA850 act: frataxin GAA850 promoter activation; HEK293 lucGAA850 FXN promoter luciferase reporter, 24 h; percent of 10 µM SAHA response; activation, % at 6 µM; AID 540364; 0.56% of 360,000 active;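 active means activation above the average of all compounds screened plus 3 SD, cutoff fixed separately per campaign, cut at about 7.5% in these data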;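 further: 0% = DMSO wells and 100% = 10 µM SAHA wells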
hgDAF12 agonist: agonists of H. glycines DAF-12 nuclear receptor | AID 687014 | HEK293 GAL4-hgDAF12 UAS-luciferase reporter, agonist luminescence; normalized to butyrate control | 1.8% of 370,000 active | activation, % at 6.8 µM;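 active means activation above a cutoff set at the mean of all screened compounds plus 3 SD, cut at about 10% in these data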;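 further: 0% = DMSO wells and 100% = sodium butyrate wells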
sPLA2-III inh: Inhibits HGIII-sPLA2 liposome hydrolysis, primary screen; QFRET BODIPY PC-A2 liposome hydrolysis, fluorescence; inhibition, % at 12.2 µM; 0.56% of 370,000 active;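 active means inhibition above mean plus 3 SD of compounds lying within the high and low control bounds, cut at about 19% in these data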;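 further: 0% = median of test compound wells and 100% = no enzyme DMSO wells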
NPR2 activator: GC-B (human) receptor activation. HEK293-GC-B cells, CNP EC30, cGMP TR-FRET; 0% at EC30 CNP, 100% saturating CNP. activation, % at 10 µM. 0.11% of 370,000 active;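 active means activation at 10 µM reaching about 35% in either raw or pattern-adjusted values, limit read from the data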
Target sequence (P20594 whole entry, looked up): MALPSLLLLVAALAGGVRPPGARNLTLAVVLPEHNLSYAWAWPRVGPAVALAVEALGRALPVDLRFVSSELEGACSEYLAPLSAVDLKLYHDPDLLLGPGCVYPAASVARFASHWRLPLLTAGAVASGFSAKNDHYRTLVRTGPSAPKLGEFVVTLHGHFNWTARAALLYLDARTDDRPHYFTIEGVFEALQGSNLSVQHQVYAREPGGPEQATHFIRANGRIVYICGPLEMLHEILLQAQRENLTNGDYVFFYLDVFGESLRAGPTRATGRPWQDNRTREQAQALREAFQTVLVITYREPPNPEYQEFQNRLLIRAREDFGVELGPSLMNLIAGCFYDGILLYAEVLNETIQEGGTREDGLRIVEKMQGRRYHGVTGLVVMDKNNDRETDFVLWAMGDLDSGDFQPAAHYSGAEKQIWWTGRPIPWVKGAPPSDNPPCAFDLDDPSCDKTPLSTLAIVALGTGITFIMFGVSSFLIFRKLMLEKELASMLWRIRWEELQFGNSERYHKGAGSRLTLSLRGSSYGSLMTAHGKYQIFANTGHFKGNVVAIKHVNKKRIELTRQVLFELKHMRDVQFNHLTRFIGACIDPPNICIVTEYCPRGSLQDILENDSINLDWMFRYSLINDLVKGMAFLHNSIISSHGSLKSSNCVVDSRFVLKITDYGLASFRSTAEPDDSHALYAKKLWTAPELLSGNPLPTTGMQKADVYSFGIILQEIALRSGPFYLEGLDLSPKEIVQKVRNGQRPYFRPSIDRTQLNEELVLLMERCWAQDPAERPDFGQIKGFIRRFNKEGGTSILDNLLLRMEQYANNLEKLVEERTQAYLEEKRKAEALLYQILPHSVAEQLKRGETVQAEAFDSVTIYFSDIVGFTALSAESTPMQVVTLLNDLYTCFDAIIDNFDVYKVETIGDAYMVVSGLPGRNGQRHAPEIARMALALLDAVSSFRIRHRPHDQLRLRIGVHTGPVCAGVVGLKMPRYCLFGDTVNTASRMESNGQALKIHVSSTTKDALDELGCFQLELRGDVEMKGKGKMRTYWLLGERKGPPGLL
SMARCA2 activ: activators of SMARCA2 function | MG213 cells, MMTV-luciferase reporter, dexamethasone, overnight | activation, % at 9.1 µM | 1% of 370,000 active | AID 652017; in the data active means activation above about 7.8%;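 further: 0% = vehicle wells and 100% = reference activator wells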
GC-A act: GC-A (human) enzyme activation | HEK293 GC-A cells, cGMP TR-FRET, EC30 ANP; 0% at EC30 ANP, 100% saturating ANP | activation, % at 10 µM | 0.14% of 370,000 active; in the data active means activation above about 40%
DAX1 inh-2: inhibitors of DAX1 repression of SF-1 activated StAR promoter; inhibition, % at 6.8 µM; 1.1% of 370,000 active; AID 652010; HEK293T StAR-luciferase reporter, SF-1/DAX-1 repression relief;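 active means inhibition above the mean over all tested compounds plus 3 SD, cut at about 3.6% in these data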;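 further: 0% = DAX-1 cells with DMSO and 100% = cells lacking DAX-1 with DMSO; higher inhibition means more luminescence from relief of DAX-1 repression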
hcDAF12 agonist: activators of H. contortus DAF-12 nuclear receptor | HEK293 hcDAF-12 lit1-tk-luc reporter, luminescence; 0% DMSO, 100% Δ7-dafachronic acid | activation, % at 6.8 µM | 1.4% of 370,000 active | AID 652067;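 active means activation above the mean of all tested compounds plus 3 SD, cut at about 5.5% in these data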;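 further: 100% = response to 3 µM Δ7-dafachronic acid high control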
ssDAF-12 act: S. stercoralis DAF-12 activation, primary screen; HEK293 ssDAF-12/GRIP1 lit1-tk-luc reporter, luminescence; % of 3 µM dafachronic acid response; activation, % at 6.8 µM; 1% of 370,000 active;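 active means activation above the mean over all tested compounds plus 3 SD, cut at about 0.9% in these data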;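 further: 0% = DMSO-only wells and 100% = 3 µM delta7-dafachronic acid wells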
ADAM10 inh: inhibitors of human ADAM10; O14672; recombinant ADAM10, EDANS/DABCYL FRET peptide cleavage, 3 h; inhibition, % at 7 µM; 0.62% of 370,000 active;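 active means inhibition above a per-campaign cutoff equal to the mean of compounds falling between control-based bounds plus 3 SD, cut at about 20% in these data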;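 further: 0% = DMSO wells while the 100% control is not disclosed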
* = called active by the depositor; / = not tested or not shown.

SMILES	DAX1 inh-1	FXN GAA850 act	hgDAF12 agonist	sPLA2-III inh	NPR2 activator	SMARCA2 activ	GC-A act	DAX1 inh-2	hcDAF12 agonist	ssDAF-12 act	ADAM10 inh
COc1ccc(NC(=O)N(C)C[C@H]2OCCCC[C@@H](C)Oc3ccc(N(C)C)cc3C(=O)N([C@H](C)CO)C[C@@H]2C)cc1	0.6	-1.1	-2.0	4	-4	0	1	0.2	0.2	-1.5	-14
Cc1cc(C)nc(NS(=O)(=O)c2ccc(NC(=O)c3ccccc3Br)cc2)n1	-0.3	0.0	-1.8	2	1	2	2	0.6	-0.5	-0.8	-7
Cc1nn(C(C)C(=O)NCCCN2CCCCC2C)c(=O)c2c1sc1ccccc12 (stereo unspecified)	0.9	0.4	2.7	-1	-7	-1	-2	0.1	2.4	-1.2	-22
C[C@@H]1CN([C@H](C)CO)C(=O)CCCn2cc(nn2)CO[C@H]1CN(C)C(=O)Nc1ccc2c(c1)OCO2	0.4	-1.5	0.1	5	-3	-3	-1	1.4	-0.4	-0.9	-11
Cc1cc(O)c(-c2cc(C(=O)Nc3cccnc3)[nH]n2)cc1C	2.9	5.9	20*	-2	-3	6	-5	4.8*	6.3*	0.7	-13
CCOc1cc2c(cc1OCC)C(c1ccccc1)N(c1ccccc1)C(=O)C2 (stereo unspecified)	-1.6	0.7	-3.5	-4	-8	4	-4	-0.3	-2.9	-2.0	-2
CC(=O)c1ccc(NC(=O)c2ccc3nc(C)sc3c2)cc1	1.8	5.7	9.6	4	5	4	0	0.3	0.9	0.7	0
O=C(O)CC(NC(=O)C12CC3CC(CC(C3)C1)C2)c1ccc(F)cc1 (stereo unspecified)	0.8	0.3	0.6	-2	4	1	6	0.4	0.2	-1.1	6
COc1ccc(-n2c(CCc3ccccc3)nnc2SCC(=O)c2ccccc2)cc1	-0.9	2.6	-0.3	-50	-5	-1	-13	-0.9	-4.1	-2.0	2
COc1ccc(-c2nc3c(n2O)CCC/C3=N\O)cc1	2.3	5.3	4.7	-3	3	4	0	1.7	1.2	-0.9	-86
CCN1C[C@@H]2[C@@H]3C(=O)N(Cc4ccccc4)C(=O)[C@@H]3[C@](Cc3ccccc3)(C(=O)OC)N2C1=NCc1ccccc1	-0.7	-1.8	-0.1	6	-17	-3	-30	0.1	-0.9	-1.2	-10
Cc1ccc2ccccc2c1NC(=O)CNCc1ccccc1	1.8	-0.1	-0.2	-1	0	-2	-5	-1.5	2.5	0.1	-9
C=CCN1C(=O)c2ccc(C(=O)N3CCN(c4ccccc4OC)CC3)cc2C1=O	0.9	-2.3	-1.3	2	7	-1	4	-0.5	0.6	-1.1	-7
Cc1ccccc1S(=O)(=O)N1C[C@H]2[C@H]3C(=O)N(c4ccccc4)C(=O)[C@H]3CC(=O)[C@H]2[C@@H]1c1ccc(Cl)cc1	/	/	-1.0	-23	-4	-5	-1	0.8	4.6	-1.4	1
CC(=O)NCC(=O)NC(C(=O)Nc1ccc2c(c1)OCCO2)c1ccc(C)cc1 (stereo unspecified)	0.6	0.5	2.4	-5	-3	-1	6	0.1	3.5	-0.1	2
O=C(CCN1C(=O)/C(=C/c2ccccc2Cl)SC1=S)NC1CCS(=O)(=O)C1 (stereo unspecified)	0.4	-0.2	0.2	-2	-1	0	0	-0.2	0.1	-0.9	-4
Cc1nnc(C)n1/N=C/c1ccc(O)cc1	0.4	0.1	1.1	0	0	1	-3	1.0	0.2	-1.0	7
O=C(CSCc1ccc(Cl)cc1)Nc1ccccc1C(=O)N1CCOCC1	1.6	2.0	-0.6	-2	7	0	-2	-0.3	-0.8	-1.3	0
Cc1ccc(-c2nnc(CCC(=O)NCC3C4CC5CC(C4)CC3C5)o2)s1 (stereo unspecified)	2.8	4.0	14*	1	-8	4	-3	2.3	4.6	-0.2	5
CC[C@H](C)[C@H]1CNC(=S)N1CC1CCN(CCCC2CCCC2)CC1	-0.1	-0.7	1.1	-9	-2	-2	-1	0.1	-1.1	-1.0	-13
CC1(C)CC(=O)C2=C(C1)Oc1ncn(CCO)c(=N)c1C2c1ccccc1 (stereo unspecified)	-0.9	0.0	-1.9	3	-14	1	-10	0.8	-0.5	-0.6	-6
COc1ccc(/C(O)=C2/C(=O)C(=O)N(CCN3CCNCC3)C2c2cccc([N+](=O)[O-])c2)cc1 (stereo unspecified)	3.4	0.9	-0.4	-2	-1	2	6	-0.3	-0.6	-0.4	0
COC(=O)[C@H](Cc1ccccc1)N1C[C@@H](N2CCC[C@H]2C)CS1(=O)=O	/	/	-1.7	1	2	1	0	-0.5	-1.6	-0.5	-15
COc1ccc(N2CCN(CC(=O)Nc3ccc(C)c(C)c3)CC2)cc1	-0.6	0.4	-2.3	11	1	-2	6	-0.1	-1.6	-1.0	2
COCCCN1C(=O)C(CC(=O)NCc2cccc3ccccc23)CC(C(=O)N2CCCCCC2)=C1C (stereo unspecified)	/	/	1.5	-3	-1	-4	-4	-0.2	-1.2	-1.2	-1

Next part
SMILES	DAX1 inh-1	FXN GAA850 act	hgDAF12 agonist	sPLA2-III inh	NPR2 activator	SMARCA2 activ	GC-A act	DAX1 inh-2	hcDAF12 agonist	ssDAF-12 act	ADAM10 inh
CCSc1nc(N)c2c(C)c(C)sc2n1	0.3	3.8	0.6	-10	-4	4	1	0.1	-1.5	-0.9	7
CCc1nc2ccccc2c(=O)n1/N=C/c1ccc(OC)cc1	2.6	0.2	-1.9	1	2	-2	-1	-0.1	-0.1	-1.4	5
Cc1cc(C[n+]2cc(Br)ccc2N)c2ncccc2c1	1.1	1.0	0.2	9	-11	-4	-35	-1.0	-0.3	-1.0	6
COCCCNC(=O)CCN1C(=O)COc2ccccc21	0.2	1.4	0.7	1	-7	-2	-1	-0.1	-1.1	-1.5	-3
N=c1sccn1CC(=O)NC(=O)NC1CCCC1	1.4	2.9	3.6	10	1	-6	-1	-0.2	-0.9	-0.8	0
CCOCCCNC(=O)c1c[nH]c2ccc(OCC)cc2c1=O	0.6	0.9	1.0	1	-2	0	3	-0.7	-2.4	-1.6	-5
Cc1csc(SCC(=O)NC(=O)NC2CCCC2)n1	/	0.7	0.2	-5	-3	-1	4	0.1	0.4	-1.1	-4
CC1=C(C(=O)NCCc2ccc(C)cc2)C2(CCC(C)CC2)OC1=O (stereo unspecified)	0.5	1.0	-3.1	1	2	-1	1	0.3	0.4	-1.2	-8
COc1cc(/C=C2/SC(=S)N(Cc3ccccc3)C2=O)ccc1OS(C)(=O)=O	-0.4	0.9	1.0	0	0	0	-5	-0.1	0.2	-0.1	-2
CN(C)S(=O)(=O)N(CC(=O)Nc1ccc(F)c(F)c1)c1ccccc1	0.1	1.3	-0.1	-9	1	-2	-1	-0.1	0.3	-0.7	5
Cc1ccc(CNC(=O)c2ccc(OCC3CCCO3)cc2)cc1 (stereo unspecified)	0.1	1.6	-1.2	2	3	2	-1	0.1	0.4	-0.9	2
COC(=O)C1CCN(C(=O)c2ccc3nccnc3c2)CC1	0.6	-1.0	-1.5	1	-2	1	0	0.0	1.7	-1.3	-10
Cc1ccc(S(=O)(=O)N2CCN(c3ccnc4cc(Cl)ccc34)CC2)cc1C	-0.9	-0.2	-0.5	-19	4	-2	-3	0.0	-4.4	-1.8	2
CCn1c(SCC(=O)Nc2ccccc2-c2ccccc2)nnc1-c1ccc(Cl)cc1	/	/	0.5	-8	-9	-3	-7	0.2	-2.3	-1.2	0
CCCOc1ccc(N2C(=O)CC(N(CCCO)C(=O)CC)C2=O)cc1 (stereo unspecified)	1.1	-1.0	0.1	-1	1	0	5	0.0	-1.7	-1.0	8
C=CCn1c(COc2ccc(Cl)cc2)nnc1SCC(=O)N/N=C/c1ccccc1	-1.2	-0.6	-2.4	1	-4	-3	-4	-0.5	-2.5	-1.4	-7
O=C(c1ccccc1)c1cccn1CC(=O)N1CCCCCC1	2.7	-0.5	0.7	3	-2	0	0	0.1	-1.3	-1.2	10

An excerpt from above, limited to DAX1 inh-2.
compound	DAX1 inh-2
CCOc1cc2c(cc1OCC)C(c1ccccc1)N(c1ccccc1)C(=O)C2 (stereo unspecified)	-0.3
CC(=O)c1ccc(NC(=O)c2ccc3nc(C)sc3c2)cc1	0.3
O=C(O)CC(NC(=O)C12CC3CC(CC(C3)C1)C2)c1ccc(F)cc1 (stereo unspecified)	0.4
COc1ccc(-n2c(CCc3ccccc3)nnc2SCC(=O)c2ccccc2)cc1	-0.9
COc1ccc(-c2nc3c(n2O)CCC/C3=N\O)cc1	1.7
CCN1C[C@@H]2[C@@H]3C(=O)N(Cc4ccccc4)C(=O)[C@@H]3[C@](Cc3ccccc3)(C(=O)OC)N2C1=NCc1ccccc1	0.1

DAX1 inh-2, entries above that show a hit
Compound	DAX1 inh-1	sPLA2-III inh	NPR2 activator	SMARCA2 activ	GC-A act	DAX1 inh-2	hcDAF12 agonist	ssDAF-12 act	ADAM10 inh
Cc1cc(O)c(-c2cc(C(=O)Nc3cccnc3)[nH]n2)cc1C	2.9	-2	-3	6	-5	4.8*	6.3*	0.7	-13
